Compound activity (PubChem BioAssay)
ERK EGF block: blocks ERK signaling stimulated by EGF. HEK293-V1b, EGF-stimulated phospho-ERK AlphaScreen. Potency, µM (top dose mostly 11.5 µM), for inactives: at the top dose activity change, negative = inhibition, most hits filed as inhibitors. actives 0.41% (n = 130,000). AID 1454; active = well fitted inhibition curve with a large enough effect; inconclusive = small, poorly fitted or top-dose-only effect, or effect the other way;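 note: plate controls were stimulated vehicle wells for no effect and unstimulated vehicle basal for full effect; nearly all actives have a fitted effect of over 55% in size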
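In this qHTS, HEK293 cells with stable type-1 vasopressin (V1b) receptor were exposed to compound at 37C for 30 min, stimulated 5 min with EGF at 25 nM, lysed, and probed for phospho-ERK by AlphaScreen.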
* = called active by the depositor; ? = inconclusive; & = joins results of further samples; [ ] = dose if it differs, or a comment. Potency is the fitted concentration of half-maximal effect.

SMILES | ERK EGF block
S=C(NCc1ccncc1)NC1CCCC1 | 0%
O=[N+]([O-])c1cccc(/C=N/n2cnnc2)c1 | 8%[57.5 µM]
COc1ccc([N+](=O)[O-])c2c(=O)ccoc12 | 1%
Nc1cc(=O)[nH]c(SCC(=O)N2N=C(c3ccc(Cl)cc3)CC2c2ccco2)n1 (stereo not given) | -12%
CCCc1cc2c(n1Cc1ccc(OC)cc1)C(C)C1CN(C(=O)c3ccccc3)C(C)(C(=O)OC)C21 (stereo not given) | -13%
CNCC(O)C(O)C(O)C(O)CO (stereo not given) | -4%[57.5 µM]
C=CCn1cnc2c(nnn2-c2ccc(Cl)cc2)c1=O | 2%
COc1ccc(-n2c(SCC(=O)c3ccc[nH]3)nnc2-c2ccccc2)cc1 | 12%
Cc1ccccc1C(=O)NC1CCN(CC(=O)NCc2cccs2)CC1 | 0%
COCCN1C(=O)N[C@@H](c2ccco2)C(C(C)=O)=C1C | 2%&-11%
CC(C)OC(=O)c1ccc(NC(=O)Cn2c(-c3nonc3N)nc3ccccc32)cc1 | 4%
Cc1ccc(OP(=O)(Nc2c(C)n(C)n(-c3ccccc3)c2=O)Oc2ccc(C)cc2)cc1 | -8%
C/C(Cc1ccccc1)=N\NC(=O)CNC(=O)c1ccc2c(c1)OCCO2 | 4%[57.5 µM]
COc1ccccc1/C=C/C(=O)Oc1cccc2cccnc12 | 3%
CCN(c1ccccc1)S(=O)(=O)c1ccc(Cl)c(C(=O)O)c1 | 1%
CCOc1ccc(-n2c(C)c(C(=O)OC)c3cc(O)ccc32)cc1 | ?
C1=CCC(CN2CCN(C3CCCCCC3)CC2)CC1 (stereo not given) | 7%
COc1ccc(N(CC(=O)N2CCN(Cc3ccc4c(c3)OCO4)CC2)S(=O)(=O)c2ccc(F)cc2)cc1 | 6%[57.5 µM]
Cc1cc(C)n(/N=C/c2cc(Cl)cc(Cl)c2O)c(=O)c1 | 3%
CC(C)C(NC(=O)c1ccc(C(C)(C)C)cc1)C(=O)NCC(c1ccccc1)N(C)C (stereo not given) | -8%[57.5 µM]
Cc1cccc(NC(=S)NCCc2ccc(S(N)(=O)=O)cc2)c1C | 7%
O=[N+]([O-])c1ccc(CSc2ncnc3ccccc23)cc1 | -8%
CCc1nnc(NC(=O)CSc2nnc(Cc3ccccc3)n2-c2ccc(OC)cc2)s1 | 9%
CCn1cc(Br)c(C(=O)Nc2nccs2)n1 | -13%
Cc1cccc(NC(=O)c2cnc3sccn3c2=O)c1 | -18%[57.5 µM]
COc1ccc(NC(=O)CSc2c3c(nc4ccccc24)CCC3)c(OC)c1 | -20%
COc1cccc(OC)c1OCCNCC1COc2ccccc2O1 (stereo not given) | -9%&25%
O=C(Cn1nnc(-c2ccc(Cl)cc2)n1)NCc1ccco1 | 4%
CC(=O)Oc1cccc(N2C(=O)c3ccc(C(=O)Nc4c[nH]c(=O)[nH]c4=O)cc3C2=O)c1 | -4%
CC(C)(O)C#Cc1ccc(CN2CCCC(CO)(Cc3cccc(Cl)c3)C2)cc1 (stereo not given) | -10%
CCc1cc(C(=O)N/N=C/c2c(C)[nH]c3ccccc23)cs1 | 6%
CCN(CC)CCn1c(SCC(=O)NCCC2=CCCCC2)nc2c(sc3ccccc32)c1=O | 3%[57.5 µM]
COc1ccc2nc3ccccc3nc2c1NC(=O)c1ccccc1Cl | -5%[57.5 µM]
Cc1cc(C(=O)COC(=O)c2ccncc2)c(C)n1Cc1ccco1 | 3%
Cc1ccc(-n2cc(S(=O)(=O)c3ccc(C)cc3)[nH]c2=O)cc1 | -4%
O=C(O)c1ccc(Nc2ncnc3scc(-c4ccccc4)c23)cc1 | -10%
Cc1ccccc1CN1C[C@@H]2C[C@@H](c3cnc(N4CCOCC4)s3)N3CCC[C@@]23C1=O | 8%
CCOC(=O)CN(C(=O)COc1nc(-c2ccccc2)cc(C)c1C#N)c1cccc(OC)c1 | -13%[57.5 µM]
COc1ccc2nc3oc(C(=O)NC4CCN(Cc5ccccc5)CC4)cc3cc2c1 | 5%
Oc1ccccc1OCCOc1ccccc1OCCOc1ccccc1O | -8%[57.5 µM]
Cc1cc(/C=C(\C#N)C(=O)Nc2ccc(Cl)cc2)c(C)n1-c1ccc(N2CCOCC2)c([N+](=O)[O-])c1 | ?
OCc1nc2ccccc2n1Cc1c(F)cccc1Cl | -1%[57.5 µM]
Cc1cc(OCCCCN2C(=O)NC(C)(C)C2=O)ccc1[N+](=O)[O-] | 39%
COc1ccc(/C=C2\N=C(C)N(c3ccc4ccccc4c3)C2=O)cc1OC | 2%
COc1ccc(N(C(=O)Cn2nnc3ccccc32)C(C(=O)NC(C)(C)C)c2ccc(OC)c(O)c2)cc1 (stereo not given) | 6%
CCOC(=O)CC(=O)NC(CC(=O)OC)c1ccc(Br)cc1 (stereo not given) | -1%
O=C(c1ccccc1F)N1CCN(c2ccc([N+](=O)[O-])c(N3CCOCC3)c2)CC1 | -4%
COc1ccc(C2=CC3=C(Br)C(=O)C(C)(OC(=O)c4ccco4)C(=O)C3=CO2)cc1 (stereo not given) | 1%
COc1ccc(COc2ccccc2C(N)=O)cc1F | 9%
CCCCCOc1ccc(Br)cc1/C(C)=N/NC1=NCCN1 | ?
Cc1ccc(SCC(=O)NCCSCc2ccccc2)cc1 | 9%
O=C(c1ccc([N+](=O)[O-])cc1)N1CCN(C(=O)c2ccco2)CC1 | 0%
CCC(C)(C)C1CCc2[nH]nc(C(=O)NN)c2C1 (stereo not given) | -4%[57.5 µM]
Cc1ccc(NC(=S)NC2CCN(Cc3ccccc3)CC2)c(C)c1 | 3%
O=C(Nc1ccc(F)cc1F)N1CCCN(c2ccc(C(F)(F)F)cn2)CC1 | -4%[57.5 µM]
Cc1ccc(S(=O)(=O)CCN2CCC(n3cccc3)CC2)cc1 | ?
O=C(Nc1ccccc1F)c1ccn[nH]1 | 6%
COCC(=O)n1nc(-c2ccccc2)nc1NCc1cccs1 | 0%
Cc1ccc(-c2noc(-c3ccoc3C)n2)cc1 | -17%
CCOc1cc(/C=C2\SC(=Nc3ccc(F)cc3)N(c3ccc(F)cc3)C2=O)ccc1OCC(=O)O | 11%

The closing 3 entries of the part above come first, to join the parts:
SMILES | ERK EGF block
COCC(=O)n1nc(-c2ccccc2)nc1NCc1cccs1 | 0%
Cc1ccc(-c2noc(-c3ccoc3C)n2)cc1 | -17%
CCOc1cc(/C=C2\SC(=Nc3ccc(F)cc3)N(c3ccc(F)cc3)C2=O)ccc1OCC(=O)O | 11%
CC(C)N(C(=O)CSc1nnc(-c2ccc3c(c2)OCO3)n1C)C(C)C | 1%
CCS(=O)(=O)n1nc(-c2ccc(OC)cc2)nc1N | 14%
CC(C)OP(=O)(c1ccc(N(C)C)cc1)C(Nc1ccccc1)c1ccccc1 (stereo not given) | -4%[57.5 µM]
CSCc1nc2sc(C(=O)Nc3nc(C)cs3)c(C)c2c(=O)[nH]1 | 5%
N/C(=N\O)c1cccc(CS(=O)(=O)c2ccccn2)c1 | 32%[57.5 µM]
CC(=O)Nc1ccc(S(=O)(=O)NCc2ccc(C(=O)NCc3ccc4c(c3)OCO4)cc2)cc1 | 3%[57.5 µM]
OCCC1CN(Cc2ccc3nsnc3c2)CCN1C1CCCC1 (stereo not given) | 1%
Cc1cc(Nc2ccccc2)n2nc(C)c(-c3ccccc3)c2n1 | ?
O=C(/C=C/C=C/c1ccccc1)c1ccco1 | 4%[57.5 µM]
Cc1cc(C)n(-c2nc3ccccc3n3c(C)nnc23)n1 | 2%
COc1ccc(N2C(=O)C(OC(C)=O)C2c2ccc(C)cc2)cc1 (stereo not given) | -1%
COc1ccc(-c2noc(-c3ccoc3C)n2)cc1OC | -4%
Cc1cc(Nc2cccc(Cl)c2)nc(N2CCOCC2)n1 | -6%
Cc1ccc(/C=C/C(=O)Nc2ccc(O)c3c(=O)cc(-c4ccccc4Cl)oc23)cc1 | -13%[57.5 µM]
Cn1cnnc1SCC(=O)Nc1cc(S(=O)(=O)N2CCCCC2)ccc1Cl | 3%[57.5 µM]
COc1cc(/C(C)=N/NC(=O)CSc2nc3ccccc3[nH]2)ccc1O | -6%[57.5 µM]
O=C1C/C(=C\c2c(F)cccc2Cl)N2CCC1CC2 | -3%
Cc1ccsc1/C=N\NC(=O)c1n[nH]c2c1CCC2 | 4%
O=C1/C(=C\c2ccccn2)SC(=S)N1c1ccc(S(=O)(=O)Nc2nccs2)cc1 | 5%[57.5 µM]
Cc1ccc(C(=O)NCC(=O)OCC(=O)NC2CCS(=O)(=O)C2)cc1C (stereo not given) | 2%
Cc1cc(=O)oc2cc(OCC(=O)OCC(=O)Nc3ccccc3F)ccc12 | -1%
Cc1ccc(SCc2c(C#N)c3ccccc3n2C)cc1 | -3%
COc1ccc(C)cc1NC(=O)CNC(=O)Cn1ccc2ccccc2c1=O | 2%
Oc1ccccc1/C=N/NC(=S)NC1CC2C=CC1C2 (stereo not given) | 4%[57.5 µM]
OC(CNCc1ccc2c(c1)OCO2)COc1ccccc1 (stereo not given) | 1%[57.5 µM]
CC(CN1CCOCC1)C(=O)O (stereo not given) | 5%
COC(=O)[C@@]1(Cc2ccc(F)cc2)[C@H]2c3cc(C(=O)N(C)C)n(Cc4ccc(OC(F)(F)F)cc4)c3C[C@H]2CN1C(=O)c1ccccc1 | -13%&9%
CCOC(=O)C1CCN(C(=O)c2ccc(N(C)S(=O)(=O)c3ccc(OC)cc3)cc2)CC1 | -13%[57.5 µM]
CC(C)C1Oc2ccccc2N(CC(=O)N(Cc2ccccn2)C2CC2)C1=O (stereo not given) | -2%
Fc1ccc(-c2csc3ncnc(Cl)c23)cc1 | 6%
COc1cc(NC(=S)NCc2cccnc2)c(OC)cc1Cl | -1%
CN1CCN(C(=O)NC2CCCCC2)CC1 | 2%
COCCN(C(=O)Cc1cccs1)C(C(=O)NC1CCCC1)c1cc(OC)c(OC)c(OC)c1 (stereo not given) | -4%
Cc1cc(C)n2c(SCC(=O)NC3CCCC(C)C3C)nnc2n1 (stereo not given) | -1%
Cc1nc2ccccc2nc1NS(=O)(=O)c1ccc(N)cc1 | 3%[57.5 µM]
Cc1ccc(OCC(=O)O/N=C(\N)c2ccccn2)cc1 | 3%
CCOC(=O)C1(CC2CCCCO2)CCN(Cc2c(C)cc(C)cc2-n2cccn2)CC1 (stereo not given) | -34%
COc1cc(C(=O)NCC(=O)OCC(=O)Nc2ncc(Cl)cc2Cl)cc(OC)c1OC | 1%
COC(=O)c1c(C)[nH]c(C)c1C(=O)c1ccccc1Cc1ccccc1 | -3%&7%
CCOC(=O)C1=NOC(CNC(=O)c2ccccc2Cl)C1 (stereo not given) | 3%

13 structures already listed, sorted by count of non-hydrogen atoms, rising.
SMILES | ERK EGF block
CC(CN1CCOCC1)C(=O)O (stereo not given) | 5%
CN1CCN(C(=O)NC2CCCCC2)CC1 | 2%
Fc1ccc(-c2csc3ncnc(Cl)c23)cc1 | 6%
Oc1ccccc1/C=N/NC(=S)NC1CC2C=CC1C2 (stereo not given) | 4%[57.5 µM]
Cc1ccc(OCC(=O)O/N=C(\N)c2ccccn2)cc1 | 3%
Cc1nc2ccccc2nc1NS(=O)(=O)c1ccc(N)cc1 | 3%[57.5 µM]
Cc1cc(C)n2c(SCC(=O)NC3CCCC(C)C3C)nnc2n1 (stereo not given) | -1%
COC(=O)c1c(C)[nH]c(C)c1C(=O)c1ccccc1Cc1ccccc1 | -3%&7%
Cc1cc(=O)oc2cc(OCC(=O)OCC(=O)Nc3ccccc3F)ccc12 | -1%
COc1cc(C(=O)NCC(=O)OCC(=O)Nc2ncc(Cl)cc2Cl)cc(OC)c1OC | 1%
CCOC(=O)C1(CC2CCCCO2)CCN(Cc2c(C)cc(C)cc2-n2cccn2)CC1 (stereo not given) | -34%
COCCN(C(=O)Cc1cccs1)C(C(=O)NC1CCCC1)c1cc(OC)c(OC)c(OC)c1 (stereo not given) | -4%
COC(=O)[C@@]1(Cc2ccc(F)cc2)[C@H]2c3cc(C(=O)N(C)C)n(Cc4ccc(OC(F)(F)F)cc4)c3C[C@H]2CN1C(=O)c1ccccc1 | -13%&9%

Additional compounds.
SMILES | ERK EGF block
O=C(C(Sc1ccccc1)c1ccccc1)N1CCN(c2ccccc2)CC1 (stereo not given) | 6%
CCOC(=O)C1(Cc2cccc(OC)c2)CCN(Cc2ccccc2OC)CC1 | -14%
CCc1ccc(NC(=O)CSc2nnc(Cn3c(=O)sc4ccccc43)n2C)cc1 | 3%
C#CCN(C(=O)CC1C(=O)NCCN1C/C=C/c1ccccc1)C1CCCCC1 (stereo not given) | 9%
CN1CCN(C(=O)c2ccccc2N(Cc2ccccc2)S(=O)(=O)c2ccccc2)CC1 | 0%
CCC1C(=O)N=C(SCC(=O)Nc2ccc(S(N)(=O)=O)cc2)NC1=O (stereo not given) | 0%
CCOc1ccc(NC(=S)N(CCOC)C(C)c2cccnc2)cc1 (stereo not given) | -10%
COc1ccc2ccccc2c1C(=O)/C=C\c1ccoc1 | -11%
CCOc1ccccc1/C=C/C(=O)c1ccc(Cl)cc1 | -9%
COCCCNC(=O)/C(C#N)=C/c1cccc(NC(=O)c2ccccc2Cl)c1 | -47%
CCCCCCCCCCCNC(=O)c1ccoc1C | 5%
O=C(CCN1C(=O)/C(=C\c2ccccc2)SC1=S)NNC(=O)c1cccnc1 | 1%
CCOC(=O)c1cc(-c2ccc(F)cc2)n(CC(=O)NCc2cccnc2)c1C | -7%
CC1=C(C(=O)OCCc2ccccc2)C(c2ccsc2)NC(=O)N1C (stereo not given) | 19%
Clc1ccc(-n2ncc3c(NCc4ccco4)ncnc32)cc1 | ?
COc1ccc(C(=O)C[n+]2cc(-c3ccc(OC)cc3)n3c2CCCC3)cc1 | -15%&5%
Cc1cc(O)c(C(C)C)cc1N=Cc1ccccc1O | 9%[57.5 µM]
COCc1cc(C)nc(SCc2nc3ccccc3c(=O)[nH]2)c1C#N | -2%
CCOC(=O)/C=C1\SCC(=O)N1CC(=O)Nc1cccc(F)c1 | -2%
COc1ccc(C(=O)N/C(=C\c2cn(C)c3ccccc23)C(=O)OCCN(C)C)cc1 | -6%[57.5 µM]
Cc1cc(C)n(/N=C/c2ccccc2O)c(=O)c1 | 13%

These rows are one share of the data; count on the stated rates, not on these rows.
